TCR CD3 inh = human TCR-CD3 binding inhibition; hit rate 0.37% among 360,000; inhibition, % at 9.4 µM; TAMRA-labeled TCR probe fluorescence, biochemical; in the data active means inhibition above about 19%;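 further: recombinant mutant TCR 2C K166C tagged with TAMRA read by polarization; 0% = receptor in buffer alone and 100% = receptor with positive control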
rCAG RNA binder = r(CAG) repeat RNA binding; TO-PRO-1 dye displacement fluorescence; inhibition, % at 3 µM; hit rate 1.3% among 370,000;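 active means inhibition above the plate cutoff, the mean of all test compounds on that plate plus 3 SD, cut at about 35% in these data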;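 further: 0% = DMSO alone and 100% = 100 µM mitoxantrone as full dye displacement; higher means more dye released from RNA so lower well fluorescence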
HTRA1 inh = blocks human HTRA1 serine peptidase; recombinant HTRA1, FP-rhodamine activity-based probe, fluorescence polarization; Q92743; AID 504803; inhibition, % at 5.96 µM; hit rate 0.5% among 340,000; in the data active means inhibition above about 36%;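 further: 0% = enzyme with DMSO and 100% = wells lacking enzyme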
PRMT1 inh = inhibitors of human PRMT1. AID 652257. inhibition, % at 2.79 µM. Q99873. hit rate 1.3% among 370,000. recombinant PRMT1, activity-based probe fluorescence polarization;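 active means inhibition above about 21% made by adding two undisclosed values, limit read from the data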
mABHD4 FP = inhibits mouse alpha/beta hydrolase domain 4 | Q8VD66 | purified mABHD4, FP-Rh probe fluorescence polarization | inhibition, % at 8.92 µM | hit rate 0.54% among 370,000 | AID 720543;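 active means inhibition exceeding the mean over every tested compound plus 3 SD, cut at about 30% in these data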;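 further: 0% = plate median of compound wells and 100% = S159A mutant with DMSO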
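System: mouse ABHD4 enzyme, wild type / Medium: HEPES pH 7.0, NaCl, Pluronic buffer / Reagent: FP-Rh activity-based fluorescent probe / Control set: S159A mutant high control, sample median low control / Detection: fluorescence polarization with parallel and perpendicular emission, 525/598 nm / Schedule: 45 min + 60 min at 25 °C / Compound dosing: 8.92 µM, single dose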
LEDGF integ inh = blocks HIV-1 LEDGF/p75-dependent DNA integration. AID 743269. inhibition, % at 3.7 µM. hit rate 0.64% among 370,000. TR-FRET IN-LEDGF/p75 DNA integration, Eu/Cy5;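 active means inhibition above the screen-wide mean plus 3 SD, cut at about 13% in these data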;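 further: signal is the Cy5 over europium emission ratio at 671 and 618 nm; 0% = plate median of compound wells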
Rev-erbA mod = modulators of human Rev-erb alpha DNA binding; AID 1259318; Rev-erbα–FITC-DNA binding, fluorescence polarization, 90 min; hit rate 0.79% among 370,000; P20393; activity, % at 10 µM;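 active means activity above about 14%, limit read from the data; passing the limit was not always enough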;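 further: 0% = DMSO wells with 35 nM protein and 100% = DMSO wells with 750 nM protein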
Target sequence (P20393 whole entry, looked up): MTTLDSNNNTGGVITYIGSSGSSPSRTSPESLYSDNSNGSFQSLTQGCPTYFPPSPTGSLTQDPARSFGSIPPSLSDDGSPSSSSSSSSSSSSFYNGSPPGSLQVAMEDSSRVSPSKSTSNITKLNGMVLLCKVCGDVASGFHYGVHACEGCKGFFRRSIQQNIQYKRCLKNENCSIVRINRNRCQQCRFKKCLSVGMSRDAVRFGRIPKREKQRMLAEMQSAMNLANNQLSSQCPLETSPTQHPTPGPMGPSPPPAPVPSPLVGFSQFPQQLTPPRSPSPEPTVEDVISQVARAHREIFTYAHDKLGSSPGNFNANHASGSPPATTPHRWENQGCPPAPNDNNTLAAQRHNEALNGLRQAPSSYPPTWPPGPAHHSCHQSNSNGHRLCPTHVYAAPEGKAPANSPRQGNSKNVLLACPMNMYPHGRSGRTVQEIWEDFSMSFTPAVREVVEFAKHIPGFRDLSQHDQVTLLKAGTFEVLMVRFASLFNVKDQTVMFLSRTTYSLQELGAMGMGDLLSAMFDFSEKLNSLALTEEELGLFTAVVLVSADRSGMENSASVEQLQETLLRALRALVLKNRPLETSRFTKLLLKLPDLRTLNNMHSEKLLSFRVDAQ
MBD2 inh = MBD2-methylated oligo binding inhibition; Q9UBB5; TR-FRET, MBD2 binding to methylated oligonucleotide; inhibition, % at 4.4 µM; hit rate 0.31% among 370,000; AID 686964; in the data active means inhibition above about 13%
Target sequence (Q9UBB5 whole entry, looked up): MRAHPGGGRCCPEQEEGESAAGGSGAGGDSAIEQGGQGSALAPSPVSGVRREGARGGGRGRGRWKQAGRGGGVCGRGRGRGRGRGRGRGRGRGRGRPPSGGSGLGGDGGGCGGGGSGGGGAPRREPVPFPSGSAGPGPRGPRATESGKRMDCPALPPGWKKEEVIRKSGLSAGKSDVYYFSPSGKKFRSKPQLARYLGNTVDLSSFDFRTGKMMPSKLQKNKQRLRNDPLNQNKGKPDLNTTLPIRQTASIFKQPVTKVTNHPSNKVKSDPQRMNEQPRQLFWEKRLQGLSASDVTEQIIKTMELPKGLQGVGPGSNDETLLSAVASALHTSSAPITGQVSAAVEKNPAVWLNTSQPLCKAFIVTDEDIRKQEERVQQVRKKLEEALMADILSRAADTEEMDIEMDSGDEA
PG9 Ab binder = PG9 antibody binding by small molecule. inhibition, % at 6.7 µM. TR-FRET gp120-PG9 antibody binding. hit rate 0.43% among 360,000; in the data active means inhibition above about 8.5%
UHRF1 MBD2 ctr = blocks human UHRF1 binding to methylated DNA | Q96T88 | UHRF1 binding to methylated oligo, TR-FRET | inhibition, % at 4.4 µM | hit rate 0.75% among 370,000; in the data active means inhibition above about 21%;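 further: UHRF1 SRA domain binding a hemimethylated CpG hairpin DNA probe; 0% = median of test compound wells and 100% = reference inhibitor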
Active calls of the source: *; . = not tested or not shown. These rows are one share of the data (hit frequency here may not be typical).

SMILES	TCR CD3 inh	rCAG RNA binder	HTRA1 inh	PRMT1 inh	mABHD4 FP	LEDGF integ inh	Rev-erbA mod	MBD2 inh	PG9 Ab binder	UHRF1 MBD2 ctr
CC(=O)Nc1cccc(S(=O)(=O)N2CCCCCC2)c1	-1	-1	1	-3	0	-3	-3	1	-1.1	0
Clc1ccc(/C=C/c2ncc[nH]2)c(Cl)c1	-1	1	4	2	9	-4	2	-1	0.0	-3
O=C(CCc1nc2ccccc2c(=O)[nH]1)NCCN1C(=O)S/C(=C\c2ccccc2Cl)C1=O	7	5	1	3	8	-4	-3	5	0.5	-2
Cc1cc(C(=O)N2CCCC(N3CCN(c4cccc(Cl)c4)CC3)C2)nn1C (stereo not given)	9	-6	6	0	-1	-2	-5	1	-1.6	-3
COc1cc(S(=O)(=O)NC(Cc2c[nH]c3ccccc23)C(=O)O)ccc1NC(C)=O (stereo not given)	-3	3	3	1	6	1	4	-3	-0.8	-1
CCCn1c(=O)c2ccccc2n2c(Sc3nnnn3-c3ccccc3)nnc12	2	0	7	1	5	0	-2	-2	0.4	1
C=CCN=C(C)C1=C(O)CCC1=O	-11	0	2	1	-4	-1	2	1	0.4	4
CCOc1ccc(NC(=O)c2ccc(N3CC4CC(C3)c3cccc(=O)n3C4)c(NC(=O)c3cccnc3)c2)cc1 (stereo not given)	-1	-1	1	-1	0	2	2	4	-1.3	2
COc1ccc(-c2cc(C(F)F)n3ncc(C(=O)Nc4cnn(Cc5ccccc5)c4)c3n2)cc1	-8	0	.	2	-2	-4	-13	2	2.1	-1
O=C(COC(=O)C1c2ccccc2Oc2ccccc21)NC1CCS(=O)(=O)C1 (stereo not given)	-1	3	-2	2	1	-2	-3	6	0.8	1
CCCCNC(=O)C1(C)CCC(=O)N1CCc1c[nH]c2ccccc12 (stereo not given)	1	-1	.	3	0	-1	-2	4	0.2	1
COC(=O)C1CCN(S(=O)(=O)CCNC(=O)c2ccc(F)cc2)CC1	-7	-5	0	4	6	-3	0	-3	-0.3	1
Cc1cccc(Cc2cnc(N3C(=N)SC(C)C3=O)s2)c1 (stereo not given)	1	16	5	-3	-4	8	-8	-2	1.4	-3
O=C(Nc1cccc([N+](=O)[O-])c1)N1CCCc2ccccc21	3	1	-3	-3	2	-2	-3	-3	-3.0	-1
CC(NC(=O)Nc1nnc(C(F)(F)F)s1)N1C(=O)C2C3C=CC(C3)C2C1=O (stereo not given)	-1	5	6	-1	1	0	3	1	-0.1	0
COc1ccccc1C(=O)NC1CCN(C(=O)Nc2ccc(F)cc2)CC1	0	3	-1	1	-5	1	3	0	1.7	-3
O=Nc1c(O)[nH]c2ccc(Cl)c(Cl)c12	4	8	24	-2	8	7	8	-16	-2.5	-12
CCCCCCSc1ccc([C@H]2N[C@@](Cc3ccccc3)(C(=O)OC)[C@H]3C(=O)N(C)C(=O)[C@@H]23)cc1OC	-4	10	-12	1	-5	1	8	3	1.0	0
O=Cc1ccc(OCC(=O)N2CCOCC2)cc1	-2	1	4	1	-2	2	-9	2	-0.5	1
O=C1c2ccccc2C(O)(Cc2ccccc2)N1CCCN1CCOCC1 (stereo not given)	-5	-4	-4	-4	4	-1	-6	0	1.0	2
CCOc1ccc(C2=Nn3c(CC)nnc3SC2)cc1	-9	-1	10	3	4	-3	-11	4	1.3	1
O=C(NC1CCCCC1)C(c1ccncc1)N(Cc1ccc(F)cc1)C(=O)c1ccccn1 (stereo not given)	1	-5	1	0	-1	4	3	-3	-1.0	-4
O=S(=O)(CS(=O)(=O)Oc1ccccc1)Oc1ccccc1	-2	24	1	6	-1	4	-2	4	1.7	-2
CCCCNc1nccnc1-c1cccc(C=O)c1	6	1	.	-2	-4	2	6	-1	-0.3	-2
Cc1sc2nc(C3CC3)nc(SCC(=O)N3CCc4ccccc4C3)c2c1C	-3	2	-36	14	25	0	4	-3	-0.4	-4
COCC(=O)Nc1ccc(N2CCN(c3ccccc3)CC2)c(F)c1	-8	-6	-5	4	3	-2	1	-1	0.4	0
CC(C)C[C@H]1CN(CCCC[C@H]2CNC(=O)C(=O)N2CCc2ccc(O)cc2)C(=O)C(=O)N1CCC1CCCCC1	1	-1	.	-11	4	5	10	1	-0.7	1
Cc1cccc(-c2nc(Nc3ccc(N4CCOCC4)cc3)c3ccccc3n2)c1	-2	8	15	-1	9	-3	6	3	-0.5	-3
O=C1CN(S(=O)(=O)c2ccccc2)c2ccccc2N1	-4	-2	9	3	-5	-2	3	-2	-1.4	2
Cc1cc(NC(=O)CN2CCN(S(=O)(=O)c3ccc4ccccc4c3)CC2)no1	-2	-1	-3	0	-1	-1	1	0	-1.9	3

In a second layout: four of the compounds above
Cc1cccc(-c2nc(Nc3ccc(N4CCOCC4)cc3)c3ccccc3n2)c1
  TCR CD3 inh = -2
  rCAG RNA binder = 8
  HTRA1 inh = 15
  PRMT1 inh = -1
  mABHD4 FP = 9
  LEDGF integ inh = -3
  Rev-erbA mod = 6
  MBD2 inh = 3
  PG9 Ab binder = -0.5
  UHRF1 MBD2 ctr = -3

Cc1cc(NC(=O)CN2CCN(S(=O)(=O)c3ccc4ccccc4c3)CC2)no1
  TCR CD3 inh = -2
  rCAG RNA binder = -1
  HTRA1 inh = -3
  PRMT1 inh = 0
  mABHD4 FP = -1
  LEDGF integ inh = -1
  Rev-erbA mod = 1
  MBD2 inh = 0
  PG9 Ab binder = -1.9
  UHRF1 MBD2 ctr = 3

CC(C)C[C@H]1CN(CCCC[C@H]2CNC(=O)C(=O)N2CCc2ccc(O)cc2)C(=O)C(=O)N1CCC1CCCCC1
  TCR CD3 inh = 1
  rCAG RNA binder = -1
  HTRA1 inh = .
  PRMT1 inh = -11
  mABHD4 FP = 4
  LEDGF integ inh = 5
  Rev-erbA mod = 10
  MBD2 inh = 1
  PG9 Ab binder = -0.7
  UHRF1 MBD2 ctr = 1

Cc1sc2nc(C3CC3)nc(SCC(=O)N3CCc4ccccc4C3)c2c1C
  TCR CD3 inh = -3
  rCAG RNA binder = 2
  HTRA1 inh = -36
  PRMT1 inh = 14
  mABHD4 FP = 25
  LEDGF integ inh = 0
  Rev-erbA mod = 4
  MBD2 inh = -3
  PG9 Ab binder = -0.4
  UHRF1 MBD2 ctr = -4

Next section
SMILES	TCR CD3 inh	rCAG RNA binder	HTRA1 inh	PRMT1 inh	mABHD4 FP	LEDGF integ inh	Rev-erbA mod	MBD2 inh	PG9 Ab binder	UHRF1 MBD2 ctr
CCN(CC(=O)Nc1ccc(NC(C)=O)cc1)C(=O)COc1ccccc1-c1ccccc1	-1	4	3	-2	-9	1	-2	1	-2.1	0
COc1ccc(C(=O)N/N=C/c2ccc(OC(=O)c3cccc4ccccc34)c([N+](=O)[O-])c2)cc1	4	4	-11	0	5	2	3	2	-1.7	-5
O=C(CSCc1ccc(Br)cc1)Nc1ccccc1C(=O)N1CCOCC1	4	-4	2	-5	-1	0	-4	4	-3.1	0
COc1cccc(C(C)NC(=O)c2c(F)cccc2Cl)c1 (stereo not given)	2	0	2	-3	1	-1	0	2	1.5	0
O=C(O)[C@H](Cc1c[nH]c2ccccc12)Nc1ncccc1[N+](=O)[O-]	1	1	7	-2	5	-1	5	-3	0.3	-7
NS(=O)(=O)c1ccc(N/N=C/c2ccc3c(c2)OCO3)c([N+](=O)[O-])c1	0	4	0	0	3	3	8	-8	-2.2	-1
COc1ccc(-c2ccc(=O)n(CC(=O)Nc3nnc(C(C)C)s3)n2)cc1OC	2	-7	0	9	8	-3	-2	1	-1.8	-4
CN(C(=O)CCn1nnc(-c2cccs2)n1)C1CCCCC1	.	3	.	-1	0	2	8	0	.	0
COc1ccccc1CCn1cnc(-c2cccc(F)c2)c1C(C)C	2	0	.	1	0	1	-6	2	-0.1	-1
C/C=C/c1ccc(OCCn2cncn2)c(OC)c1	-6	1	1	-2	4	5	1	-4	1.4	0
COC(=O)C(C(=O)OC)c1ncccc1NS(=O)(=O)c1ccc(C)cc1	-4	0	.	-3	-5	-3	-1	-3	-2.9	-1
COC(=O)C(Cc1cncn1COCc1ccccc1)NC(=O)OC(C)(C)C (stereo not given)	3	-3	-7	-3	7	0	6	-2	0.3	-1
CCCCc1cc(=O)oc2c(C)c(OCC(=O)N3CCC(C(N)=O)CC3)ccc12	2	-2	-3	-2	0	-6	-7	1	-0.7	-1
N#C/C(=C(/O)CO/N=C/c1ccccc1Cl)c1nc2ccccc2[nH]1	2	2	3	-1	2	-5	-19	4	-0.4	1
O=C(Cc1ccc2c(c1)OCCO2)N1CCN(S(=O)(=O)c2ccccc2C(F)(F)F)CC1	0	-9	2	2	2	1	1	4	0.0	2
O=C(OCC(=O)N1CCN(C(=O)c2ccco2)CC1)c1ccccc1	1	-3	5	2	1	1	-5	3	0.1	0
O=S(=O)(Nc1ccc(-n2cnnn2)cc1)c1ccccc1F	6	4	-2	-5	4	-1	-3	5	1.0	-2
CC1CCCN(S(=O)(=O)c2cccc([N+](=O)[O-])c2)C1 (stereo not given)	-6	-2	9	0	0	-3	1	6	-2.3	1
Cc1cc(C)nc(SCCN(C)C)n1	6	0	12	0	4	-2	-1	2	-1.1	-1
C=CCSc1nc(N)cc(=O)[nH]1	-12	-2	0	0	3	-4	2	-2	-0.2	5
C=CCC[C@H](CCCCC)OC(=O)/C=C/[C@H](O)[C@@H](O)C[C@@H](O)CC=C	-12	-3	.	2	-13	0	-3	5	0.8	0
Cc1c(-c2nnnn2-c2ccc(F)cc2)cnc2cc3c(cc12)OCO3	3	-4	9	1	1	0	1	-2	1.2	-1
CCN(c1ccc(C)cc1)S(=O)(=O)c1nnc(NC(=O)c2ccco2)s1	4	44*	-16	5	-1	3	-1	7	1.4	16
Cc1c(C(=O)CN2CCSCC2)c2ccccc2n1C	4	1	-1	0	9	-1	2	1	-2.2	-3
Cc1ccc(C(=O)CCC(=O)OCC(=O)N(CC(C)C)c2c(N)n(Cc3ccccc3)c(=O)[nH]c2=O)cc1	0	-3	0	-1	3	6	2	-1	-6.2	-2
COc1ccc2[nH]c(=O)c(CN(CCCN3CCOCC3)C(=O)NCc3ccccc3)cc2c1	6	-8	4	-3	2	-3	0	0	-0.4	-2
COc1ccccc1-c1noc2ncnc(Nc3ccccc3C)c12	4	-5	-24	2	-6	-2	1	-3	-1.0	-4
CNC(=S)N/N=C/c1cn(Cc2ccc(C)cc2)c2ccccc12	6	7	3	-1	10	-1	4	3	-0.4	0
